KDM5B inh = KDM5B demethylase inhibition; Q9UGL1; KDM5B demethylase, FDH-coupled NADH fluorescence (FDH is formaldehyde dehydrogenase); Potency, µM (series often up to 57.7 µM), for the others: at the top dose activity change, negative = inhibition, actives largely listed as inhibitors; 220,000 compounds, 2.6% hits; AID 1347165; active = well fitted inhibition curve with a large enough effect; inconclusive = small, poorly fitted or top-dose-only effect; inactive = no such curve, though single readings can be large or run the other way; also: 0% is about no effect; nearly all actives have a fitted effect of over 70% in size
Target sequence (Q9UGL1 whole entry, looked up): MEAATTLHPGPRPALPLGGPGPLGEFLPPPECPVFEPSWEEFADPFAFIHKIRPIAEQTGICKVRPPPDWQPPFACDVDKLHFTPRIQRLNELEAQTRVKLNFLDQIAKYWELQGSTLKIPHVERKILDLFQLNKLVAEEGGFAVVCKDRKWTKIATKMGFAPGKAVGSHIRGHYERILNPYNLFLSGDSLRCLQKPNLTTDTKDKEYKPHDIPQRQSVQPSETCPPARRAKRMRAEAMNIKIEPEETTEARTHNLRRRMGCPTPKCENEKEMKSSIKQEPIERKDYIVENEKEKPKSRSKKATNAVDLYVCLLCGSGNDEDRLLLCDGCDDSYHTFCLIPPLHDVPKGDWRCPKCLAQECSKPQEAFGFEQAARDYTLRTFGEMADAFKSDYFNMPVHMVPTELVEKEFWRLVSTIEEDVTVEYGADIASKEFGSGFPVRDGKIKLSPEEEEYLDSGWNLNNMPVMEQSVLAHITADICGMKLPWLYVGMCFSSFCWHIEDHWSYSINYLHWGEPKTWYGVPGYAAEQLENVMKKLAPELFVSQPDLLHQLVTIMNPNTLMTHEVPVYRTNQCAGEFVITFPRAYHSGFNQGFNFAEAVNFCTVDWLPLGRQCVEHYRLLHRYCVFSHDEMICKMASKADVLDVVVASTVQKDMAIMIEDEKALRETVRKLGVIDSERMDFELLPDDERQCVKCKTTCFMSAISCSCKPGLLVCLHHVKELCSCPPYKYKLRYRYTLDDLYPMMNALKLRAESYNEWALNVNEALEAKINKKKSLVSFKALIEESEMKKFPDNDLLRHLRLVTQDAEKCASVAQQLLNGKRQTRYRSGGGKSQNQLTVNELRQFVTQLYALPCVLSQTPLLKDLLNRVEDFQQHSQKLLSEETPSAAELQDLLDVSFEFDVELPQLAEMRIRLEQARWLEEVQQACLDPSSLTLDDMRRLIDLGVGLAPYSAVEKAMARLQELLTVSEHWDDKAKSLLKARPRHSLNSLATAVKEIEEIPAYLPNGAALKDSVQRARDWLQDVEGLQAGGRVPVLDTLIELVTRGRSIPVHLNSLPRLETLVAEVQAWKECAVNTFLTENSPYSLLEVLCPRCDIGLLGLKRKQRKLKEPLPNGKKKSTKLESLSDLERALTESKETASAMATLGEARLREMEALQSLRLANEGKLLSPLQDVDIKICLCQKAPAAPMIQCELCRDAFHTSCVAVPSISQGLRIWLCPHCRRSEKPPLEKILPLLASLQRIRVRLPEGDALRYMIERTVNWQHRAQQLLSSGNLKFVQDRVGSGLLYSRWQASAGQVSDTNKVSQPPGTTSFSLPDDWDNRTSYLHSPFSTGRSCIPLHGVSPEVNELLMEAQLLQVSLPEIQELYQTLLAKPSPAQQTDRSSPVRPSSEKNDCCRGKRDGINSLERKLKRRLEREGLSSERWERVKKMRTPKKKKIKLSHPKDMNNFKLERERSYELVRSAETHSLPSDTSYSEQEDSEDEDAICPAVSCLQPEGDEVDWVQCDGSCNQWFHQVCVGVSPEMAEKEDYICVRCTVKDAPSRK
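Compound dilutions met 200 nM (final) KDM5BΔAP for 10 min at room temperature before substrate addition. The substrate mix held 12.5 µM H3K4me3 with cofactors 25 µM α-ketoglutarate and 50 µM Fe²⁺. NADH signal gain over 30 min defined activity.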
* marks the source's active call; other numbers are inactive results; ? = inconclusive; [ ] = remark or other dose. Potency is read from the fitted curve at half-maximal effect. Only part of the results is shown. The share of hits here may be higher or lower than overall.

SMILES	KDM5B inh
Cc1ccccc1C(=O)Nc1sc2c(c1C(=O)O)CCC(C(C)(C)C)C2 (stereo not given)	2%
Nc1nc(CN2CCN(C(=O)c3ccccc3F)CC2)nc2ccccc12	12%
CC(C)C(=O)N1CCc2ccc(OCc3nc(C(=O)N4CCCC4)co3)cc2C1c1cccc(F)c1 (stereo not given)	-9%
O=C(Cc1ccc(OC(F)F)cc1)Nc1cccc2cccnc12	-10%
CCNC(=O)CCC[C@@H]1[C@H]2CCCN3CCC[C@@H](CN1Cc1cccnc1)[C@@H]23	-5%
O=C(CCn1nc(-c2ccccc2)ccc1=O)N1CCN(c2ccccc2)CC1	19%
Cc1noc(-c2cn(C3CCN(C(=O)c4ccc(F)cc4Cl)C3)nn2)n1 (stereo not given)	8%
CCOc1ccc(C(=O)OCC(=O)N2CCOCC2)cc1OCC	27%
O=C(N/N=C\c1ccncc1)c1ccc(Cl)s1	20%
CCN(CC)C(=O)CC[C@H]1CNC(=O)[C@@H]2[C@@H](CCN2C(C)C)N1C	-2%[86.2 µM]
COc1cccc(-n2c(-c3cccc(F)c3)nc3c(cnn3-c3ccc(C)cc3)c2=O)c1	?
Cc1cc(Nc2cccc(Cl)c2)nc2ccc(NC(=O)CC3CCCCC3)cc12	?
O=C1COc2ccc(-c3ccoc3)nc2CN1CCOc1ccccc1	?
COc1cccc(Cn2c(CNC(=O)CCc3ccccc3)nc3cccnc32)c1	-22%
O=C(O)C(c1c[nH]c2ccc(Cl)cc12)N1CCN(c2ccc(F)cc2)CC1 (stereo not given)	10%
CCC(CC)C(=O)Nc1ccc(OCc2cc(=O)n3ccc(C)cc3n2)cc1	0%
CCN1C(=O)CCN(C(=O)CCc2ccccc2)CC12CCOCC2	-9%
CCCCc1nn2c(=O)cc(COC(=O)c3cccc(NC(=O)c4cccs4)c3)nc2s1	-27%
CCOC(=O)C1=CN(CC(=O)Nc2ccccc2CC)S(=O)(=O)N=C1C	-8%
CCCCCc1c(C)nc(Nc2nc(C)c3cc(OC)ccc3n2)[nH]c1=O	-6%
COCC(=O)Nc1nc2c(s1)C[C@@H]1[C@](C)(CO)[C@H](O)CC[C@@]1(C)[C@@H]2CC(=O)NC(C)C	-4%
Nc1cccc(NS(N)(=O)=O)c1	?
Cc1ccc(-c2ccc3nnc(CNC(=O)c4cccc5[nH]ccc45)n3n2)cc1C	35µM*
O=C(CN1CC(=O)NC1=O)NCc1ccc2[nH]c3c(c2c1)CCCCCC3	22µM*
COc1ccc(C(=O)N[C@@H]2CN(c3ncccn3)C[C@H]2CN(C)C)c(OC)n1	25µM*
COc1ccc(S(=O)(=O)N2C[C@@H]3C[C@H](C2)c2c(NC(=O)Nc4ccccc4)ccc(=O)n2C3)cc1	168%[activator]
CNC(=O)[C@H]1C[C@H](Oc2ccccc2)CN1C(=O)c1ccccc1	-14%
CCOCC(=O)N1CCN(C(=O)N2CC3CC(C2)[C@H]2CCCC(=O)N2C3)CC1 (stereo not given in full)	7%
CCC1(N2CCN(C(=O)c3cc(Cl)ccc3OC)CC2)CCN(S(C)(=O)=O)C1 (stereo not given)	11%
O=C(NC1C2CC3CC(C2)CC1C3)c1ccc(Cl)s1 (stereo not given)	20%
COc1ccc(Cc2nnc(NC(=O)C3CC(=O)N(c4ccccc4)C3)s2)cc1OC (stereo not given)	-1%
O=C(O)c1ccc(NC(=O)c2ccc(COc3ccc(Cl)cc3)o2)cc1	-11%
O=C(Nc1ccc(Cl)cc1)N1CCc2nc(-c3ccc(Cl)cc3)nc(-c3ccccc3)c2C1	-3%
Cc1nn(CCOc2ccccc2Cl)c(C)c1[N+](=O)[O-]	27%
COCc1ccc(C(=O)NCC2COc3cc(OC)ccc3C2)o1 (stereo not given)	13%
Nc1nccnc1C(=O)NCc1ccccc1Cn1cccn1	?
CCN(Cc1ccccc1)Cc1nc2sc(C(=O)OC)c(C)c2c(=O)[nH]1	?
COc1ccc(CN2CC3(CCN(S(=O)(=O)C(C)C)CC3)C2=O)cc1	19%
Cc1ccc(C)c(CN2C(=O)c3ccccc3S(=O)(=O)c3ccc(C(=O)NCCc4ccc(Cl)cc4)cc32)c1	?
CC(CCc1ccccc1)NC(=O)COC(=O)c1ccc(NC(=O)CC#N)cc1 (stereo not given)	-7%
CCc1ccccc1NC(=O)CNC(=O)NNC(=O)C(C)Nc1nc2ccccc2s1 (stereo not given)	20%
O=C(Nc1ccc(OC(F)(F)F)cc1)c1cc2ccccn2n1	?
N#Cc1cccc(NC(=O)CCc2ncc(-c3ccccc3Cl)o2)c1	52%[activator]
CC(C)CCN1CC2(Cc3ccccc3NC2=O)C1	16%[149 µM]
CC(Oc1ccc2ccc(=O)oc2c1)C(=O)NC1CC(C)(C)NC(C)(C)C1 (stereo not given)	?
CN1CCC(C(=O)c2ccccc2)C1=O (stereo not given)	23%
CNC(=O)C1CCC(Cn2c(=O)c3sccc3n(CC(=O)Nc3ccc(C)c(F)c3)c2=O)CC1 (stereo not given)	-11%
Cc1cccc(C(=O)Nc2ccc(-c3nnc4n3CCCC4)cc2)c1	8%
COc1cccc(NC(=O)NC(CCSC)C(=O)O)c1 (stereo not given)	16%
Cc1cccc(OCCC(=O)NO)c1	?
O=C(CSc1nnc(CNC(=O)c2ccccc2)n1-c1cccc(Cl)c1)Nc1ccccc1F	10%
CCc1nnc(SCC(=O)Nc2ccccc2)n1CC1CCCO1 (stereo not given)	6%
O=C(CN1CCN(C(=O)CCc2ncc(-c3c(F)cccc3F)o2)CC1)Nc1cccc(F)c1	-14%
CCc1ccc(NC(=O)Cn2c(=O)n(CCC(=O)N3CCc4ccccc4C3)c(=O)c3ccccc32)cc1	-41%
CC(NC(=O)Cc1c[nH]c2ccccc12)c1ccco1 (stereo not given)	4%
O=C(O)Cn1cc(C(C(=O)O)N2CCN(Cc3ccccc3)CC2)c2ccc(Cl)cc21 (stereo not given)	1%
O=C(NC(Cc1c[nH]c2ccccc12)C(=O)O)C1CC1 (stereo not given)	-8%
CC(=O)c1ccc(N2CCN(C(=O)C3CCN(S(=O)(=O)c4cccs4)CC3)CC2)cc1	?
CCn1cc2nc(SCc3cc(C)ccc3C)n(Cc3ccc(OC)cc3)c(=O)c2n1	-21%
COc1ccc(OC)c(CNC(=O)CC2CCCCN(C)C2=O)c1 (stereo not given)	25%
(continued)
SMILES	KDM5B inh
CC(C)NC(=O)CSc1ncc(-c2ccc(Cl)cc2)o1	23%
Cc1ccc(-n2ncc3c(NCCO)ncnc32)cc1Cl	?
CCn1nnnc1SCC(=O)N(Cc1cccs1)c1ccc2c(c1)OCCO2	-2%
CS(=O)(=O)c1ccc(-c2ccc(CN3CCOCC3)cn2)cc1	16%
N#Cc1ccc(-c2ccc(OCC(=O)c3ccc4c(c3)OCCO4)cc2)cc1	5%
COC(=O)COc1ccc2oc(C)c(C(=O)OC)c2c1	-9%
CCCc1cc(C(=O)N[C@H](c2ccccn2)C2CC(O)C2)cs1 (stereo not given in full)	28%
Cc1ccc(S(=O)(=O)c2nc(-c3ccco3)oc2SCC(=O)c2ccc(Cl)cc2)cc1	-14%
CN1CCN(CCCNC(=O)c2cnn(-c3ccc(F)cc3)c2-n2cccc2)CC1	2%
O=C1NC(=Nc2ccccc2)S/C1=C\c1cccs1	14%
COc1cccc(S(=O)(=O)N2CCC(CC(=O)NCc3ccccc3)C2)c1 (stereo not given)	-8%
COc1cc(=O)n2c(c1C(=O)Nc1cccc(Cl)c1C)CCCC2	8%
COc1cc(OC)c2cc(C(=O)N3CCC(c4nnc5ccccn45)CC3)n(C)c2c1	-7%
CCN(CC)Cc1c(O)ccc2c(=O)c(Oc3ccccc3OC)c(C)oc12	?
CCOc1ccccc1NC(=O)COc1cccc2c(=O)n(CCOC)ccc12	-22%

Some of the entries so far, as a markdown table.
| Molecule | KDM5B inh |
| --- | --- |
| COc1cc(OC)c2cc(C(=O)N3CCC(c4nnc5ccccn45)CC3)n(C)c2c1 | -7% |
| CCN(CC)Cc1c(O)ccc2c(=O)c(Oc3ccccc3OC)c(C)oc12 | ? |

Further results.
SMILES	KDM5B inh
COc1cc(NC(=O)CN2C(=O)NC(C)(c3ccc(OC(F)F)cc3)C2=O)cc(OC)c1OC (stereo not given)	-64%
Cc1ccc(NC(=O)C2CCCN(c3ncnc4onc(C)c34)C2)c(Cl)c1 (stereo not given)	6%
CCc1cccc(NC(=O)Cn2cccc2-c2nc(-c3ccccc3)no2)c1	8%
O=C(c1ccc(C(F)(F)F)cc1)N1CCn2c(nn(-c3ccc(F)cc3F)c2=O)C1	-19%
Cc1onc(-c2c(F)cccc2Cl)c1C(=O)Nc1sc(C)c(C)c1C(N)=O	-1%
COc1ccc(-c2ccc3ncc(Nc4cccc(Cl)c4)n3n2)cn1	-18%[86.2 µM]
CC(NC(=O)c1ccc2ccccc2n1)c1ccc(Br)cc1 (stereo not given)	-2%
Cc1nc2c(c(C)nn2-c2ccccc2)c(C)c1CCC(=O)NCc1ccccc1	?
CN1CCCCC(CC(=O)N2CCCc3ccccc32)C1=O (stereo not given)	14%
CCCCCC1C/C(=N\O)C=C(C)C1C(=O)OC (stereo not given)	-3%
COc1cc(OC)c(NC(=O)NCc2ccc3c(c2)CCN3C(C)=O)cc1Cl	5%
Cc1cc(N2CCC(NC(=O)c3ccc4[nH]ccc4c3)C2=O)ccc1F (stereo not given)	?
O=C(C1C2C(=O)N(C3CCCCCC3)C[C@@]23C=C[C@@H]1O3)N1CCS(=O)(=O)CC1 (stereo not given in full)	17%
CN(C)c1ccc(C(=O)N2CCC(n3cc(-c4nc(-c5ccccc5)no4)nn3)CC2)cc1	-22%
Cc1cc(C)cc(OCC(=O)NCCc2nc3ccccc3[nH]2)c1	-8%
CCCCn1c(N)c(N(C)C(=O)c2cc(CCC)c(C)s2)c(=O)[nH]c1=O	-4%
CC(=O)Nc1ccc(C(=O)CSc2ccc(Cl)cc2)cc1	-1%
O=C(CCc1nc(-c2ccc(F)cc2)no1)Nc1cccc(S(=O)(=O)NC2=NCCC2)c1	-10%
CN1C[C@@H](NC(=O)C2CCCCC2)C[C@H]1c1nc(-c2ccccc2)no1	-22%[86.2 µM]
Cc1ccc(-c2nc3ccccc3o2)cc1NC(=O)COc1ccccc1	10%
CCN(Cc1ccccc1)C(=O)CN(c1ccc(OC)cc1)S(=O)(=O)c1c(C)nn(C)c1C	-19%
COc1cccc(C(=O)N2CCC3(CC2)CC(N(C2CC2)S(C)(=O)=O)CCO3)c1 (stereo not given)	-1%
CN(CCC#N)C(=O)COc1cc(Cl)ccc1C(N)=O	-1%
CCC(C)(C)NC(=O)/C(=C/c1ccccc1)c1ccccc1	2%
CC(C)c1ccc(S(=O)(=O)N2C[C@@H](F)C[C@H]2C(=O)N2CCc3ccccc3C2)cc1	5%
COc1cccc(CN2C[C@@H](CO)[C@H](NC(=O)C3CCC3)C2)c1	-16%
CC(NC(=O)c1cccc(S(=O)(=O)Nc2ccc(F)cc2)c1)c1ccccc1 (stereo not given)	-5%
Cn1nc(C(=O)N2CCC(Cc3nc(C4CC4)n[nH]3)C2)c2ccccc21 (stereo not given)	-6%
Cc1ccc2oc(-c3cccc(NC(=O)Cc4cccs4)c3)nc2c1	9%
CSCCC(=O)N1CCC(C2CCN(c3ncccn3)CC2)C1 (stereo not given)	?

Ordered by number of heavy atoms (lowest first): part of the list above.
SMILES	KDM5B inh
CN(CCC#N)C(=O)COc1cc(Cl)ccc1C(N)=O	-1%
CC(=O)Nc1ccc(C(=O)CSc2ccc(Cl)cc2)cc1	-1%
CCC(C)(C)NC(=O)/C(=C/c1ccccc1)c1ccccc1	2%
CSCCC(=O)N1CCC(C2CCN(c3ncccn3)CC2)C1 (stereo not given)	?
Cc1cc(C)cc(OCC(=O)NCCc2nc3ccccc3[nH]2)c1	-8%
Cc1ccc2oc(-c3cccc(NC(=O)Cc4cccs4)c3)nc2c1	9%
CN1C[C@@H](NC(=O)C2CCCCC2)C[C@H]1c1nc(-c2ccccc2)no1	-22%[86.2 µM]
Cc1ccc(-c2nc3ccccc3o2)cc1NC(=O)COc1ccccc1	10%
CC(NC(=O)c1cccc(S(=O)(=O)Nc2ccc(F)cc2)c1)c1ccccc1 (stereo not given)	-5%
COc1cccc(C(=O)N2CCC3(CC2)CC(N(C2CC2)S(C)(=O)=O)CCO3)c1 (stereo not given)	-1%
CC(C)c1ccc(S(=O)(=O)N2C[C@@H](F)C[C@H]2C(=O)N2CCc3ccccc3C2)cc1	5%
O=C(CCc1nc(-c2ccc(F)cc2)no1)Nc1cccc(S(=O)(=O)NC2=NCCC2)c1	-10%
CCN(Cc1ccccc1)C(=O)CN(c1ccc(OC)cc1)S(=O)(=O)c1c(C)nn(C)c1C	-19%

New compounds follow
SMILES	KDM5B inh
Cc1c2cnn(-c3ccccc3)c(=O)c2c(C)n1CC(=O)N1CCN(c2ccc(F)cc2)CC1	-10%
O=C(CSc1nnc(NC(=O)c2ccccc2F)s1)NC1CCCC1	5%
CC(C)Cn1c(=O)c2ccccc2n2c(-c3cccc(Cl)c3)nnc12	-13%
O=C(Nc1ccc(C(O)(C(F)(F)F)C(F)(F)F)cc1)c1ccccc1Cl	6%
CCc1noc(-c2cn(C3CCN(C(=O)Cc4ccc(Cl)cc4)CC3)nn2)n1	5%
CS(=O)(=O)N1CCC(C2CCN(Cc3ccc(Br)o3)C2)CC1 (stereo not given)	-7%
COc1ccc(C2(C(=O)NCc3ccc4ccccc4c3)CCOCC2)cc1	7%[115 µM]
O[C@@H]1[C@@H](Cn2cc(C3CC3)nn2)C[C@@H](NCc2ccc(F)cc2)[C@@H]1O	-12%[86.2 µM]
CCc1ccc(C(=O)N(C)CC2CCOCC2)cc1	-19%
CC(C)N1CCCC2(CCN(C(=O)c3cc(C#N)cn3C)C2)C1=O (stereo not given)	50%[activator]
COC(=O)[C@@H]1Cc2ncn(Cc3ccc(Cl)cc3)c2CN1Cc1ccc(N(C)C)cc1	-15%
Cc1ccc(NC(=O)Cn2nnc(-c3nc(-c4ccc(C)cc4)no3)c2N)cc1	14%
